Screening results: PubChem BioAssay, National Center for Advancing Translational Sciences (NCATS)
Vif-APOBEC3F blk: qHTS for Inhibitors of Vif-A3F Interactions: qHTS. HeLa A3F-eYFP + Vif (tagged APOBEC3F with the HIV-1 protein that degrades it), YFP fluorescence increase. Potency, µM (series often up to 46.1 µM), for the others: at the highest dose activity, negative = active. 0.2% of 390,000 active. AID 602313, 2012; note: potency is the fitted concentration of half-maximal effect; % of control where 0% means no effect; nearly all actives have a fitted effect of over 65% in size
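HeLa cells stably expressing Vif plus C-terminally eYFP-tagged A3F were seeded, incubated overnight at 37 deg C, dosed with compound, incubated overnight again at 37 deg C. Yellow fluorescence (Ex 488/Em 500-530) reported blocked Vif-mediated A3F-eYFP degradation.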
Vif-APOBEC3G blk: qHTS for Inhibitors of Vif-A3G Interactions: qHTS; DNA dC->dU-editing enzyme APOBEC-3G (Homo sapiens), Q9HC16; HeLa A3G-eYFP + Vif (tagged APOBEC3G with the HIV-1 protein that degrades it), YFP fluorescence, overnight; AID 602310, 2012; 0.076% of 410,000 active; Potency, µM (doses to about 46.1 µM), for the others: top-dose activity, negative = active, hits mostly inhibitors;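 note: potency is the fitted concentration of half-maximal effect; % is set by controls: 0 for no effect and ±100 for the full control effect; nearly all actives have a fitted effect of over 60% in size; hits raise eYFP signal because A3G escapes Vif-driven loss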
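Read-out is eYFP fluorescence (Ex 488/Em 500-530) from Vif-expressing HeLa A3G-eYFP cells; more signal means A3G escaped Vif-mediated degradation. Cells plated overnight, compound pinned in, incubated overnight at 37 deg C.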
Glioma ERSR ind: qHTS for Inducers of the Endoplasmic Reticulum Stress Response (ERSR) in Human Glioma: qHTS. U87-MG GRP78 promoter luciferase reporter, 16 h. Potency, µM, inactives show at the highest dose activation, hits mostly activators. 0.02% of 420,000 active; note: potency is the fitted concentration of half-maximal effect; series mostly up to about 76 µM; % of control where 0% means no effect; nearly all actives have a fitted effect of over 35% in size
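ERSR induction read as luciferase luminescence (Bright-Glo, 10 min at room temperature) in stably transfected human U87-MG glioma cells exposed to compounds for 16 h, using GRP78 as sensor.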
LDHA inh: qHTS assay for inhibitors of human lactate dehydrogenase. 0.15% of 480,000 active. AID 1347041, 2019. purified LDHA, NADH/diaphorase-resazurin fluorescence; hits give low values. activity change, % (values are at about 110 or 230 µM). L-lactate dehydrogenase A chain (Homo sapiens), P00338; in the data active = activity change below about -30%; inconclusive = mostly about -25% to -30%;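 note: plate controls were DMSO wells for no effect and wells without enzyme for full effect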
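Human LDH5 (2 nM) was incubated with 0.06 mM NADH and 0.2 mM pyruvate for 5 min at room temperature in Tris pH 7.4. Remaining NADH was coupled through diaphorase/resazurin, and resorufin fluorescence was read at 0 and 20 min.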
ALOX12 inh: Primary qHTS assay for inhibitors of human arachidonate 12S-lipoxygenase (ALOX12): Round 2; Polyunsaturated fatty acid lipoxygenase ALOX12 (Homo sapiens), P18054; purified 12hLO, xylenol orange hydroperoxide absorbance; Potency, µM (doses to about 108 µM), for inactives: at the highest dose activity change, negative = inhibition, usual class: inhibitors; 1.1% of 580,000 active; note: potency is the fitted concentration of half-maximal effect; % is set by controls: 0 for no effect and ±100 for the full control effect
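Purified human 12hLO (150 nM final) in 25 mM Hepes, 0.01% Triton X-100, pH 7.0 was preincubated 15 min at room temperature with compound. Then 40 uM arachidonic acid was added, 30 min. Hydroperoxide was read by Fe-XO absorbance ratio 573/405 nm.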
D2 antag: HTS Assay for Allosteric Antagonists of the Human D2 Dopamine Receptor: Primary Screen for Antagonists; 2% of 340,000 active; D(2) dopamine receptor (Homo sapiens), P14416; HEK293 TREx D2 cells, calcium flux, dopamine EC80; inhibition, % at 10 µM; in the data active = inhibition above about 30%; note: 0% is about no effect
Target sequence (P14416 whole entry, looked up): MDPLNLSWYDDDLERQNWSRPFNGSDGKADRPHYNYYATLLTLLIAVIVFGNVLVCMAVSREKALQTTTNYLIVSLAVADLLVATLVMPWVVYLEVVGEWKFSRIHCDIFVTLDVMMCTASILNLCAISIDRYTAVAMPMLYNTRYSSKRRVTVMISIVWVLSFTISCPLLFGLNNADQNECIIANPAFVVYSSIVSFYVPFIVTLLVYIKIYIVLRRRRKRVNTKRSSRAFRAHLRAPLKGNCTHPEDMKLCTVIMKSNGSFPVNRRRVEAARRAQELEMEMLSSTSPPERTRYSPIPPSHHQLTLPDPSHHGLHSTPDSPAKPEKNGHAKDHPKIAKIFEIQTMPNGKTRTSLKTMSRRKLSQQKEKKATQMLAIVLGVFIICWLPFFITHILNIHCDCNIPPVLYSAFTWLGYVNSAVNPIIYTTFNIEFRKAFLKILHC
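In this primary screen, negative modulation is detected by tracking calcium flux after an EC80 dopamine challenge in inducible HEK293 T-REx D2 cells preexposed to test compound for 180 s.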
ERG Ets-DNA blk: qHTS for Small Molecule Inhibitors of the ERG Ets/DNA interaction. fluorescence polarization, His-ERG Ets domain / labelled DNA. Potency, µM (titrated, usually from 76.9 µM), inactives show at the highest dose FP activity, negative = inhibition, actives largely listed as inhibitors. 0.028% of 370,000 active. AID 624246, 2012; active = well fitted inhibition curve with a large enough effect in the polarisation, with a control signal flat; inconclusive = small, poorly fitted or top-dose-only effect, or effect the other way, or a change in a side signal; inactive = no such curve, though single readings can be large or run the other way; the % refers to the polarisation;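 note: polarization taken with two DNA probes labelled with fluorescein and Texas red; potency is the fitted concentration of half-maximal effect; % of control where 0% means no effect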
Target sequence (P11308 whole entry, looked up, the tested form may be a part): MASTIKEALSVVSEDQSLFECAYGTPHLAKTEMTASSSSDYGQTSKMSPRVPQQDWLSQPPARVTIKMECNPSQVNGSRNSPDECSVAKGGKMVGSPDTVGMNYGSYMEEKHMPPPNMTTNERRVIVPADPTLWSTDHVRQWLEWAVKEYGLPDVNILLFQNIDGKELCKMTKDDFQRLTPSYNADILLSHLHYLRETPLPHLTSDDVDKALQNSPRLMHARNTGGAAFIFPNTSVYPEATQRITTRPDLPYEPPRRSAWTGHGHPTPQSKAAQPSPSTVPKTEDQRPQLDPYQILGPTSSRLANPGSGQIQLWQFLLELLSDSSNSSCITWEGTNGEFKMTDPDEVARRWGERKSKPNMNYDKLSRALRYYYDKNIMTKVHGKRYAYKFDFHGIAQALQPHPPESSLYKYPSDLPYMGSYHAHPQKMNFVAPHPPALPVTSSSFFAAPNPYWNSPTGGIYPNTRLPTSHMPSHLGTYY
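His-tagged ERG Ets domain (1 uM in the protein solution; 300mM KCl, 50mM Tris-HCl, 1mM EDTA, 1mM DTT, pH 7.5) received compound, then a probe mix of 5 nM fluorescein-DNA and 100nM Texas-615-DNA. Fluorescence polarization was read for both dyes.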
RGS4 inhibitor: Inhibitors of Regulator of G Protein Signaling (RGS) 4: qHTS. Regulator of G-protein signaling 4 (Homo sapiens), P49798. Transcreener GDP fluorescence polarization, RGS4-accelerated GTP hydrolysis. Potency, µM (doses to about 114 µM), for the others: at the highest dose activity change, negative = inhibition, hits mostly inhibitors. 0.039% of 390,000 active. AID 504845, 2011; note: potency is the fitted concentration of half-maximal effect; % is set by controls: 0 for no effect and ±100 for the full control effect; nearly all actives have a fitted effect of over 75% in size; some results filed as inactive show a strong effect at the top dose
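MLSMR compounds (23 nl, pin-transferred) preincubated 10 min at room temperature with a 500nM (2x) first reagent, then RGS4 at 900nM (2x) plus Transcreener GDP mix added; fluorescence polarization (620/688 nm) read before and after 90 min at 30 °C.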
D2 agonist: HTS Assay for Allosteric Agonists of the Human D2 Dopamine Receptor: Primary Screen for Agonists; D(2) dopamine receptor (Homo sapiens), P14416; HEK293 T-REx D2 cells, calcium flux agonist mode; activation, % at 2 µM; 0.53% of 340,000 active;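 active = activation over 3 SD above normal in the single-dose calcium agonist read, cut at about 30% in these data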; note: 0% is about no effect
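Tetracycline-induced HEK293 Trex cells with D2 receptor force-coupled to calcium signaling, plated overnight at 30 C and loaded with no-wash calcium dye. Calcium flux read kinetically for 180 s after compound addition; responses flag agonists.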
Numbers without * were called inactive; u = inconclusive; x = no result given; & = joins results of further samples; [ ] = another dose, or the depositor's remark. Unless noted, calls come from the whole dose curve; as a rule, active = well fitted curve in the direction sought with a large enough effect; inconclusive = small, poorly fitted or top-dose-only effect, or another doubt; inactive = no such curve, though single readings can be large; an effect the other way counts as inactive or inconclusive.

smiles	Vif-APOBEC3F blk	Vif-APOBEC3G blk	Glioma ERSR ind	LDHA inh	ALOX12 inh	D2 antag	ERG Ets-DNA blk	RGS4 inhibitor	D2 agonist
CCOc1ccccc1NC(=O)CC1(CC(=O)N2CCOCC2)CCCC1	-2%	1%	-3%	-2	-2%	-6	-8%	8%	-0.2
Cc1ccc(CNS(=O)(=O)N(C)C)cc1	8%	-1%	-5%	-3	8%	-2	-1%	-24%	-0.9
Cc1cc2ncc(C(=O)Nc3ccsc3C(=O)O)c(C)n2n1	-10%	-5%	-1%	1	u	4	6%	5%	-0.4
Cc1ccc(NC(=O)Cn2c(=O)n(Cc3ccccc3)c(=O)c3c2c2cc(C)ccc2n3C)cc1	0%	-6%	-1%	2	-27%	x	2%	3%	-0.4
CCCCC(=O)Nc1nnc(S(=O)(=O)N(CC)c2cc(C)cc(C)c2)s1	-9%	-5%	-2%	-3	-20%	x	7%	6%	0.7
CN1CCN(S(=O)(=O)c2cccc(C(=O)N(C)CC(=O)Nc3ccc(Cl)c(Cl)c3)c2)CC1	-3%	-1%	-3%	-8	-6%	x	-4%	20%	x
Cc1ccc(NC(=O)C(C)N2CCCc3ccccc32)cc1S(=O)(=O)N1CCOCC1 (stereo not drawn)	0%	-4%	1%	2	u	x	x	x	x
CCOc1ccc(CNC(=O)CCC(=O)n2ncc3ccc(Cl)cc32)cc1	-2%	0%	-4%	0	25%	-6	-7%	-41%	-0.5
COc1cc(C(=O)NNC(=O)c2cc(C)[nH]n2)cc(OC)c1OC	-6%	0%	-2%	4	31%[activator]	8	1%	10%	0.5
CCC(c1nnnn1C(C)(C)C)N1CCN(c2cc(Cl)ccc2C)CC1 (stereo not drawn)	-11%	-7%	-6%	-5	0%	-1	0%	-7%	0.3
NC(=O)CC(NC(=O)c1cccc(Br)c1)c1ccc(N2CCCCCC2)c([N+](=O)[O-])c1 (stereo not drawn)	6%	-8%	-2%	-2	-28%	-22	5%	-13%	-0.8
CCN1CCc2c(sc(NC(=O)c3ccc(S(=O)(=O)N4CC(C)OC(C)C4)cc3)c2C(N)=O)C1 (stereo not drawn)	-27%	0%	-6%	-2	u	-8	9%	u	0.6
CCOc1ccccc1NC(=O)c1c(NC(=O)CCC(=O)O)sc2c1CCCCC2	16%	-6%	5%	-3	u	-2	2%	-44%	1.3
Cc1c(-n2c(CN3C(=O)c4ccccc4C3=O)nc3ccccc3c2=O)c(=O)n(-c2ccccc2)n1C	-2%	0%	-3%	-7	11%	x	-7%	-1%	x
CCOC(=O)C1CCN(C(=O)CCc2c(C)nc3ncnn3c2C)CC1	-1%	4%	-6%	-6	10%	x	0%	-12%[56.9 µM]	x
COC(CNC(=O)c1ccc2c(=O)n(Cc3ccc4c(c3)OCO4)c(=S)[nH]c2c1)OC	-27%	1%	-4%	-7	-5%	4	3%	11%	1.2
COc1ccc(-c2ccccc2)cc1NC(=O)c1ccncc1	7%	0%	-1%	-3	8%	x	4%	15%	x
Cc1cccc(C(=O)Nc2ccc(NC(=O)c3cccc(C)c3)cc2)c1	-19%	0%	-2%	-8	2%	x	x	x	x
COc1cccc(CNC(=O)c2nnn(CC(=O)Nc3cccc(C)c3)c2N)c1	4%	-6%	-3%	-2	-9%	9	21%	-15%[56.9 µM]	0.2
COc1ccc(S(=O)(=O)Nc2ccc(S(=O)(=O)Nc3cc(C)nc(C)n3)cc2)cc1OC	-5%	-3%	-3%	-5	u	x	2%	16%	x
O=C(NCCc1c[nH]c2ccccc12)C(=O)NCC1OCCN1S(=O)(=O)c1cc(F)ccc1F (stereo not drawn)	-1%	-3%	0%	-1	2%	4	10%	-1%	1.6
Cc1cccc(NS(=O)(=O)c2ccc(C)c(NS(=O)(=O)c3cccs3)c2)c1	7%	-5%	-3%	3	-34%	x	7%	-20%	x
O=C(CSc1nnc(-c2c[nH]c3ccccc23)n1C1CC1)NC1CCS(=O)(=O)C1 (stereo not drawn)	-7%	3%	2%	2	14%	x	x	x	x
COc1ccc(-c2cc(C(F)(F)F)nc(SCCC(=O)Nc3cccc(OC)c3)n2)cc1	7%	0%	-1%	-2	-3%	x	11%	-11%	0.2
COc1ccccc1N(CC(=O)N/N=C/c1ccccc1C(=O)O)S(C)(=O)=O	1%	0%	-1%	-5	7%	2	12%	-6%	0.6
Cc1cccnc1NC(=O)Nc1cccc(Cl)c1	-3%	1%	4%	0	0%	4	12%	13%	0.1
CC(=NO)c1ccc2c(c1)C(=NO)c1ccccc1-2	8%	-1%	3%	23	-8%	x	x	-14%	x
COCCn1c(=O)c2cc3c(=O)n(CCOC)c(=O)c3cc2c1=O	-17%	0%	2%	-5	14%	4	9%	-28%	0.0
O=C(Nc1ccc(Cl)cc1C(=O)NCC1CCCO1)c1ccco1 (stereo not drawn)	-10%	6%	-3%	-3	12%	4	-7%	7%	0.6
Cc1cc(N2CCN(C)CC2)nc2ccc(NC(=O)CCC(=O)NCCc3ccc(Cl)cc3)cc12	11%	1%	-2%	-6	7%	-6	0%	-12%[56.9 µM]	-0.8
COC(=O)[C@@]1(Cc2ccc(F)cc2)[C@H]2c3cc(C(=O)N(C)C)n(CCSCCO)c3C[C@H]2CN1C(=O)c1ccccc1	-1%	-5%	0%	-7	0%	7	2%	25%	1.6
Cc1ccccc1-c1coc2cc(O)ccc2c1=O	2%	-4%	1%	-5	1%	-7	0%	-11%[11.4 µM]	-1.1
O=C(CN1CCCCC1)Nc1ccc(Br)cc1[N+](=O)[O-]	0%	7%	6%	-2	-6%	-2	u	11%	-0.1
COc1ccc(N2CCN(C(C)=C3C(=O)c4ccccc4C3=O)CC2)cc1	-1%	2%	1%	4	-28%	15	27%	-10%	-1.1
Cc1cc(C)cc(-n2cnc3cc(C(=O)NCCc4ccccc4)ccc32)c1	7%	-6%	-2%	0	-27%	x	0%	6%	0.6
O=C(Cn1nc(-c2ccc(Cl)cc2)c2ccccc2c1=O)Nc1cccc(C(F)(F)F)c1	-4%	2%	-2%	-5&-2	u	x	0%	u	5.0
CCn1c(SCC(=O)N(C)CCC#N)nc2cc(S(=O)(=O)N3CCOCC3)ccc21	-1%	0%	-2%	-3	3%	7	15%	8%	0.7
O=c1c2c(ncn1CCO)nc1n2CCC1	x	0%	-4%	0	0%	-11	7%	-19%	-0.3
COc1cccc(CNCCSc2nnnn2C)c1OCc1ccccc1F	-1%	3%	-4%	-3	-3%	x	-11%	8%	-0.6
O=C(COC(=O)c1cccc(Cl)c1Cl)NCc1cccs1	-8%	-6%	-1%	-7	-26%	18	3%	-2%	0.2
c1ccc(Cn2cc(CNc3ccccc3)nn2)cc1	0%	-3%	-2%	-1	6%	42*	-1%	-15%	0.0
CC(C)n1c(CNC(=O)c2ccccc2F)nnc1SCC(=O)NC1CCCCC1	-17%	4%	-6%	5	8%	x	5%	-44%	x
COC(=O)c1ccc(CSc2nnc(NC(=O)C3CCCO3)s2)cc1 (stereo not drawn)	1%	-1%	3%	-7	3%	-28	-5%	-3%	0.2
COc1ccc(NC(=O)c2cc(=O)[nH]c3ccccc23)cc1S(=O)(=O)N1CCOCC1	-1%	0%	-1%	-6	6%	x	x	x	x
COC(=O)c1ccc(C)c(NS(=O)(=O)c2ccc3c(c2)OCCO3)c1	-20%	-35%	-3%	-2	x	-1	10%	5%	-0.5
Nc1ccccc1S(N)(=O)=O	-1%	4%	-3%&0%	1	1%	0	u	2%	0.5
CCCOc1ccc(Cn2c(O)cc(=O)[nH]c2=O)cc1	-8%	0%	-4%	2	302%[activator]	-8	-4%	u	0.4

Some of the compounds tested; the hit share may differ from the screen's.
